ERAP1 HTS inh = human ERAP1 aminopeptidase inhibitors, primary screen, biochemical, single point, plate reader; recombinant ERAP1, Leu-AMC fluorescence, 60 min; inhibition, % at 10.7 µM; actives 0.15% (n = 340,000);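 active = mean replicate inhibition of at least 30%, or all replicates individually reaching that 30% level; inactive = mean below 30% and not every replicate reaching it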;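 also: 0% = neutral control wells and 100% = L-leucinethiol positive control wells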
PGC1a acetyl inh = inhibitors of PGC1a acetylation signal, primary screen, cell-based, U2OS, AlphaScreen, inhibitor mode. actives 0.17% (n = 350,000). inhibition, % at 15.6 µM. AlphaScreen anti-acetyl-lysine; with virally co-expressed GCN5 acetyltransferase;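 active = every replicate shows inhibition of at least 40%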;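 also: 0% = neutral control wells and 100% = positive control wells; some results beyond the cut were filed as inactive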
C2C12 statin = suppressors of statin myotoxicity in C2C12 myotubes, primary screen, cell-based, single point, plate reader; C2C12 myotubes + simvastatin, ATP luminescence, 48 h; scaled: DMSO 0, geranylgeraniol control 100; rescue of ATP level, % at 7.49 µM; actives 0.78% (n = 330,000); AID 602340, 2012;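 active = mean ATP rescue above about 67%, or every replicate alone reaching that limit, limit read from the data, passing the limit was not always enough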;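 also: myotubes were challenged with 10 µM simvastatin during compound exposure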
Xi reactivation = activators of inactive X chromosome reactivation, primary screen, imaging, XiGFP fibroblasts, GFP high-content imaging, set 2. XiGFP mouse fibroblasts, % GFP-positive cells imaging, 3 d; cells co-treated with 5-aza-dC sensitizer; scaled so ellipticine positive control = 100%. activation, % at 7.58 µM. actives 0.055% (n = 360,000);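 active = mean normalized replicate activation at least 10% and every replicate at or above 10%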;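 also: 0% = median of on-plate neutral control wells and 100% = ellipticine 6 µM median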
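Assay system – SV40-immortalized XiGFP fibroblast cells, line 68-5-11 · Buffer or medium – DMEM supplemented with 5-aza-dC as sensitizing agent · Dosing – one concentration, pinned · Benchmarks – positive control ellipticine, 6 µM final · Times – 3 days compound exposure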
SIRT5 inh = SIRT5 desuccinylase inhibitors, primary screen, biochemical, fluorescence imaging, single point, set 5. actives 1.1% (n = 330,000). NAD-dependent protein deacylase sirtuin-5, mitochondrial (Homo sapiens), Q9NXA8. AID 652115, 2013. inhibition, % at 15 µM. Purified SirT5, succinyl-peptide AMC, trypsin-coupled fluorescence; in the data active = inhibition above about 15%
Target sequence (Q9NXA8 whole entry, looked up): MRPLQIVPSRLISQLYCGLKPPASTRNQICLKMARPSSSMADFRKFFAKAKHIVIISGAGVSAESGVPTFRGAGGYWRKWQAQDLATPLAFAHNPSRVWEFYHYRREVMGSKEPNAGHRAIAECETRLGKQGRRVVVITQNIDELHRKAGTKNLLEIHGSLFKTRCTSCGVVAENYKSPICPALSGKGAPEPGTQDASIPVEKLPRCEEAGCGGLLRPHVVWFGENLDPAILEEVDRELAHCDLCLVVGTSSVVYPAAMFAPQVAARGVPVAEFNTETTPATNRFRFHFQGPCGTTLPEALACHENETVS
LGR2 inh = inhibitors of bursicon-induced LGR2 CRE-luciferase signal, primary screen, cell-based, HEK293, CRE-luciferase reporter, bursicon stimulation. bursicon-stimulated, 4 h. Drosophila bursicon receptor LGR2 (rickets). AID 720647, 2013. inhibition, % at 9.99 µM. actives 0.35% (n = 380,000);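 active = drop in luminescence signal, shown as inhibition above about 50% in the replicate tests, limit read from the data, passing the limit was not always enough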;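 also: agonist challenge used bursicon conditioned medium at about half maximal strength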
Cneo AK release = Cryptococcus neoformans cell lysis inducers, primary screen, AK release luminescence, single concentration. C. neoformans lysis, adenylate kinase release luminescence, 4 h; normalised: neutral wells 0, clomiphene wells 100. lysis activity, % at 15 µM. actives 0.2% (n = 360,000). AID 651654, 2012;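 active = mean lysis activity across replicates of at least 80%, whatever share of replicates individually reach that level; inactive = mean lysis activity below 80%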
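Schedule: static 4 h at 37 °C with compound, 1 h detection; system: C. neoformans cells; benchmarks: Clomiphene as positive control; buffer or medium: fresh YPD medium; measure: luminescence rise reflecting yeast cell lysis; measured by: luminescent adenylate kinase detection reagent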
S100A4 MyoIIA = inhibitors of S100A4-myosin IIA peptide binding, primary screen, biochemical, fluorescence polarization, TAMRA-MyoIIA peptide | actives 0.14% (n = 360,000) | Protein S100-A4 (Homo sapiens), P26447 | inhibition, % at 10.7 µM | AID 652163, 2013;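 active = mean inhibition of at least 70% across replicates, with every replicate also reaching that level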
Target sequence (P26447 whole entry, looked up): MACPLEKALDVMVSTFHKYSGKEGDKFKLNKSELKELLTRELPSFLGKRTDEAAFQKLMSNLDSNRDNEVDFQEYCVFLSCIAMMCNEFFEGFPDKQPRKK
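Test system: S100A4 monomer protein; Medium: HEPES pH 7.2 with CaCl2, KCl, NaCl, DTT, Triton; Probe or stimulus: TAMRA-labelled myosin IIA heavy-chain peptide probe, 5 nM; Doses: one dose per compound; Times: polarization read 5 min after assay mix addition, stable 5–60 min; Benchmarks: neutral control DMSO, positive control TFP.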
An asterisk follows results filed as active; . = no result given; & = joins results of further samples. Only part of the results is shown, so the mix of outcomes need not match the whole.

Every second line gives: ERAP1 HTS inh, PGC1a acetyl inh, C2C12 statin, Xi reactivation, SIRT5 inh, LGR2 inh, Cneo AK release, S100A4 MyoIIA
#1 O=C(c1ccccc1)N1CCN(S(=O)(=O)c2cccc(NS(=O)(=O)c3ccccc3)c2)CC1
  8, 8, ., 0.2, -5, -10, ., 8
#2 CCCNC(=O)C[C@H]1CC[C@H]2[C@@H](COc3ccc(NC(=O)c4ccc5c(c4)OCO5)cc3C(=O)N2C)O1
  3, 9, -6, 0.3, 0, 9, 1, -17
#3 CCC(C)NC(=O)c1cc(-c2ccccc2O)on1 (configuration not stated)
  4, 33, -15, 0.0, 6, -63, 0, 0
#4 CCCC(=O)N1CC2(CCN(Cc3nccs3)CC2)c2c([nH]c3cc(OC)ccc23)[C@@H]1CO
  -1, 3, ., 0.3, 11, -14, ., 15
#5 O=C1C=CC(=O)N1c1ccc(Nc2ccccc2)cc1
  0, 3, -4, -0.1, -4, 6, 1, -5
#6 C[C@@H]1CCCCO[C@@H](CN(C)Cc2ccc(C(F)(F)F)cc2)[C@H](C)CN([C@@H](C)CO)C(=O)c2cc(NS(=O)(=O)c3ccccc3)ccc2O1
  -3, 5, ., 0.0, 21*, 20, -9, 13
#7 COc1cc2c(cc1OC)C(C(=O)Nc1ccc(F)c(Cl)c1)CC(=O)N2 (configuration not stated)
  3, -1, 8, 0.1, -4, -10, -1, -3
#8 Cn1c(N)c(C(=O)CSc2nn(-c3ccccc3)c(=S)s2)c(=O)n(C)c1=O
  1, 18, -28, 0.0, 0, 8, 0, 0
#9 O=C(Nn1c(C2CC2)nc2ccccc2c1=O)c1ccco1
  ., -14, -9, ., ., -25, 1, .
#10 Cc1ccc(N2CCOCC2)c2c1C(=O)c1ccccc1C2=O
  -1, ., ., -0.1, -1, -11, ., -2
#11 CCN(CC)S(=O)(=O)c1ccc(N2CCCC2)c(NC(=O)C2CSC3(C)CCC(=O)N23)c1 (configuration not stated)
  -3, ., -17, 0.1, -3, -20, ., 2
#12 Cc1ccc(-c2cc(C(F)F)n3ncc(C(=O)Nc4cn(C)nc4C)c3n2)cc1
  -1, 9, ., 0.1, -4, 10, ., 0
#13 O=C(CN1CCOCC1)NCC[C@@H]1CC[C@H](NC(=O)Nc2ccc(F)cc2)[C@@H](CO)O1
  -1, -1, -6, -0.1, 1, 6, 2, 8
#14 COc1ccc(C2/C=C\CN(S(=O)(=O)/C=C/c3ccccc3)CC(=O)N2Cc2ccc(F)cc2)cc1 (configuration not stated)
  0, 2, 9, -0.1, -1, 16, 0, 0
#15 Cn1cc(S(=O)(=O)CC(=O)N2CCc3ccccc32)c2ccccc21
  1, 8, -1, 0.0, -5, -9, 4, -2
#16 CCN(CC(=O)Nc1c(F)cccc1F)C(=O)CCCOc1ccc(OC)cc1
  -1, -1, 3, 0.0, -1, 5, 4, 5
#17 C[C@H]1CCCCO[C@H](CN(C)S(=O)(=O)c2cn(C)cn2)[C@@H](C)CN([C@@H](C)CO)C(=O)c2cc(NS(=O)(=O)c3ccccc3)ccc2O1
  1&1, 3&-3, 15, 0.1&-0.2, 1&-4, 9, -1&-7, 18&16
#18 CC(C)Oc1ccc(Cc2n[nH]c(=S)n2Cc2ccccc2)cc1Cl
  0, -6, 36, 0.0, 0, 1, 13, -6
#19 C=CCc1cc(/C=C2/NC(=O)N(CC(=O)OC)C2=O)cc(OC)c1O
  4, -5, -6, 0.0, 0, -3, -2, -3
#20 COCC(=O)Nc1ccc2c(c1)[C@H]1C[C@H](CC(=O)N3CCCCC3)O[C@H](CO)[C@H]1O2
  ., 2, 2, 0.1, ., -2, 1, .

(continued)
Every second line gives: ERAP1 HTS inh, PGC1a acetyl inh, C2C12 statin, Xi reactivation, SIRT5 inh, LGR2 inh, Cneo AK release, S100A4 MyoIIA
#21 Clc1nc2ccccc2nc1-c1ccccc1
  ., 28, -3, -0.2, 3, -10, -5, -1
#22 CC(C)CN(CCCNC(=O)CN1C(=O)COc2ccc(S(=O)(=O)N3CCCCCC3)cc21)CC(C)C
  2, 18, -4, 0.1, -6, 13, 5, -12
#23 O=C(NCc1cccnc1)C1CCCN(S(=O)(=O)c2ccccc2)C1 (configuration not stated)
  -2, -5, -2, ., 6, 1, 1, 2
#24 CN(C)C(=O)c1cccc(-c2ccccc2[C@@H]2[C@@H](C#N)N(C(=O)C3CCCC3)[C@@H]2CO)c1
  1, -3, ., 0.2, -4, -24, ., -2
#25 O=C(NCc1ccc(F)cc1)c1ccncc1
  -1, -7, 3, 0.0, -1, -15, 0, -14
#26 O=C(Nc1ccc(-c2ccccc2)cc1)c1ccccc1
  -1, -8, -1, 0.5, -3, 1, 1, 2
#27 COc1cc(C(=O)NC(=S)Nc2ccc(Cc3ccncc3)cc2)cc(OC)c1OC
  1, ., 10, 0.0, -1, -8, 8, 2
#28 Cc1c(C)c2ccc(OCC(=O)Nc3ccc(CN4CCOCC4)cc3)cc2oc1=O
  2, 0, 9, 0.0, 0, -5, -1, 4
#29 O=C(COC(=O)CCC(=O)c1ccc(F)cc1)Nc1ccccc1
  -1, ., ., 0.3, 8, 0, ., -1
#30 Cn1nc(-c2ccc(Cl)cc2)c2cc(C(=O)NCC3CCCO3)sc21 (configuration not stated)
  ., -1, 0, 0.0, ., -1, -1, -4
#31 CCOC(=O)C1=CCN(S(=O)(=O)c2ccc(F)cc2)C1c1cccc(C)c1 (configuration not stated)
  0, -7, -11, -0.1, -1, 3, 5, -13
#32 O=C(C1CCC(Cn2c(=O)[nH]c3ccccc3c2=O)CC1)N1CCN(c2ccccc2)CC1 (configuration not stated)
  0, -6, 18, 0.5, -2, 12, 1, -6
#33 C[C@@H]1CN([C@@H](C)CO)C(=O)c2cc(N(C)C)ccc2O[C@@H](C)CCCCO[C@H]1CN(C)S(C)(=O)=O
  1, 15, -50, -0.1, 1, -7, 55, 10
#34 C[C@@H]1CN([C@H](C)CO)C(=O)c2c(c3ccccc3n2C)-c2ccccc2CO[C@@H]1CN(C)C(=O)Nc1ccccc1C(F)(F)F
  0&-6, -96, 12, 0.0&0.2, -2&2, 4, 0, -7&0
#35 O=S(=O)(Cc1ccccc1)NCC[C@H]1CC[C@H](NS(=O)(=O)c2ccccc2)[C@@H](CO)O1
  -3, 1, 0, 0.0, -1, -11, 0, -16
#36 CC(C)c1ccc(NC(=O)c2cc([N+](=O)[O-])ccc2N2CCOCC2)cc1
  1, ., ., 0.2, 0, -1, 0, -7
#37 Cc1cccnc1NC(=O)c1ccc2c(c1)NC(=O)C(C)S2 (configuration not stated)
  -2, ., -16, 0.0, 1, -13, -2, -4
#38 O=C(C[C@@H]1CC[C@@H](NC(=O)CN2CCOCC2)[C@@H](CO)O1)NCCc1ccncc1
  -1, 8, -12, -0.1, 2, 9, 0, -2
#39 C[C@@H]1CN([C@H](C)CO)C(=O)Cc2cc(NC(=O)Nc3ccccc3)ccc2O[C@H]1CN(C)Cc1ccncc1
  -1, -8, 25, -0.8, 1, 5, -10, 10
#40 Cc1csc(-c2nc3ccccc3n2C(C(=O)Nc2c(C)cccc2C)C2CC2)c1 (configuration not stated)
  7, ., ., 0.1, ., -1, ., 0

Limited to LGR2 inh (4 entries from above):
no.	smiles	LGR2 inh
27	COc1cc(C(=O)NC(=S)Nc2ccc(Cc3ccncc3)cc2)cc(OC)c1OC	-8
28	Cc1c(C)c2ccc(OCC(=O)Nc3ccc(CN4CCOCC4)cc3)cc2oc1=O	-5
29	O=C(COC(=O)CCC(=O)c1ccc(F)cc1)Nc1ccccc1	0
30	Cn1nc(-c2ccc(Cl)cc2)c2cc(C(=O)NCC3CCCO3)sc21 (configuration not stated)	-1

Further results:
Every second line gives: ERAP1 HTS inh, PGC1a acetyl inh, C2C12 statin, Xi reactivation, SIRT5 inh, LGR2 inh, Cneo AK release, S100A4 MyoIIA
#41 C=CCN1C(=O)c2ccc(C(=O)N(C)CC(=O)Nc3cccc(F)c3)cc2C1=O
  3, ., ., 0.0, -3, 0, 1, 8
#42 COC(=O)C[C@@H]1C=C[C@@H](NC(=O)Nc2ccc(C(F)(F)F)cc2)[C@H](CO)O1
  6, 0, -13, -0.5, -2, 4, -1, 6
#43 Cc1ccc(-c2cnc3c(c2)C(=O)N([C@H](C)CO)C[C@@H](C)[C@H](CN(C)CC2CCCC2)O3)cc1
  -7, -37, -150, -0.1, 5, 4, -12, 10
#44 CCC(Oc1ccccc1)C(=O)NC1CCCCCC1 (configuration not stated)
  3, -11, ., -0.1, -3, 6, 0, -2
#45 CCc1nnc(NC(=O)CCc2c[nH]c3ccccc23)s1
  8, -14, 24, 0.2, -5, -4, 7, 0
#46 Cc1ccc(C(C(=O)NC2CCCCC2)N(Cc2cccnc2)C(=O)C2COc3ccccc3O2)o1 (configuration not stated)
  ., 3, -8, ., ., -3, -1, .
#47 COc1cccc(S(=O)(=O)N(C)C[C@@H]2Oc3ncc(C#CCN(C)C)cc3C(=O)N([C@H](C)CO)C[C@@H]2C)c1
  -3&-3, -2&3, -11&-6, -1.5, -4&-4, 14, 9&9, 14&-8
#48 N#Cc1ccc(C(=O)N2CCC3CC2c2cc(-c4ccccc4)ccc23)cc1 (configuration not stated)
  0, 0, 6, -0.1, -2, 8, -5, 2
#49 COc1cccc(-c2cnc3c(c2)C(=O)N([C@H](C)CO)C[C@@H](C)[C@@H](CN(C)Cc2ccncc2)O3)c1
  0, -6, -7, -0.9, -3, -28, 0, 1
#50 N/C(Cc1ccc([N+](=O)[O-])cc1)=N\OC(=O)c1cccc(Br)c1
  -3, ., ., 0.0, -4, 10, ., 1
#51 O=C(N/N=C/c1c[nH]c2ccc(Br)cc12)c1ccccn1
  0, ., ., -0.1, -3, -36, ., 4
#52 Cc1cc(C)cc(C(=O)NCCn2cc(SCC(=O)N3CCOCC3)c3ccccc32)c1
  2, -1, -5, 0.2, 0, ., 0, -3
#53 C=CCn1c(-c2cc(-c3ccc(C)cc3)nc3ccccc23)n[nH]c1=S
  -2, 18, ., 0.1, -6, 0, ., -5
#54 C[C@H](CO)N1C[C@H](C)[C@H](CN(C)Cc2cccc(C(=O)O)c2)Oc2ncc(C#C[C@@H](C)O)cc2C1=O
  ., -5, 3, -0.2, ., 1, ., .

From PubChem
